Hep lipid drop = modulators of hepatic lipid droplet formation | AML12 mouse hepatocytes, oleate lipid droplets, BODIPY imaging | inhibition, % at 6.5 µM | 0.4% of 240,000 active;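 active means lipid droplet intensity inhibited by at least 50%, with more than 500 cells counted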
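Material: mouse AML12 hepatocyte cell line, fixed after treatment; Timing: compound with oleate, overnight; Technique: high-content imaging of BODIPY-stained droplets and DAPI nuclei; Probe or stimulus: oleate, 100 µM final; Dosing: compound at 6.5 µM only.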
T cell HTS = T cell immune modulators affecting CD8 T cell-vesicle binding; 2C CD8+ T cell-vesicle binding, flow cytometry; active compounds read low; AID 2052; calls only at 7 µM; 0.068% of 330,000 active;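 active means response, share of CD8 T cells binding vesicles, and their 90th percentile fluorescence all below set limits, cut at about 80% in these data, passing the limit was not always enough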
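System: murine 2C transgenic CD8+ T lymphocytes; also added: QL9-loaded Drosophila micro-vesicles; times: binding 1.5 h at 37 °C; measured by: flow cytometry, PE anti-B7-1 (FL2) versus Alexa647 anti-CD8 (FL8), PFA-fixed; control set: Peptide-free naked vesicles (low) and QL9 vesicles with 0.7% DMSO vehicle (high)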
NTR1 ag = NTR1-driven beta-arrestin-GFP spot formation – imaging, U2OS cells, high content, primary screen (AID 493036); P30989; agonist mode; activation, % at 20 µM; 0.17% of 330,000 active;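 active means activation at or above 40% of the spot to cytoplasm intensity ratio, with at least 20 cells analyzed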;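 further: 0% = DMSO without peptide and 100% = 100 nM NTR1 peptide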
Target sequence (P30989 whole entry, looked up): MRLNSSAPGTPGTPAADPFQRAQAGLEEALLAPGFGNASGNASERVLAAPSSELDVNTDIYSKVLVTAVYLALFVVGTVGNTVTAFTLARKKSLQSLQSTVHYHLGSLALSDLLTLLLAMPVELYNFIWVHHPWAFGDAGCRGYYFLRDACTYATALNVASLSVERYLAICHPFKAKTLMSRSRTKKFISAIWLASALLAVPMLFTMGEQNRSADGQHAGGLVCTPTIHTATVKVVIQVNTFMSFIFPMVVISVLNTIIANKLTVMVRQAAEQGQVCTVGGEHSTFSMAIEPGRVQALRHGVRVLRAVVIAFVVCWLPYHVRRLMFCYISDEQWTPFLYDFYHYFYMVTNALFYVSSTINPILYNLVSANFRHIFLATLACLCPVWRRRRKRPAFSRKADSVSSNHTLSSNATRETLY
GPR35 arrestin U2OS = inhibition of zaprinast-stimulated GPR35 beta-arrestin translocation – imaging, U2OS, beta-arrestin-GFP, zaprinast agonist, primary screen (AID 2058); U2OS GPR35 beta-arrestin-GFP translocation imaging, zaprinast antagonism; higher % means a stronger effect; one-dose inhibition, % at 10 µM; IC50 in µM for titrated hits; 0.052% of 290,000 active;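 active means inhibition of at least 50% with at least 30 cells and total cytoplasm GFP at most 10,000,000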
Rac1 GTP hydrolysis = MgcRacGAP GTPase-activating activity inhibitors, confirmation, biochemical, ADP Hunter fluorescence; 0.6% of 340,000 active; MgcRacGAP-stimulated Rac1 GTP hydrolysis, ADP Hunter fluorescence; higher % means a stronger effect; GST-tagged Rac1 F28L mutant substrate; AID 624330; inhibition, % at 30 µM; hits with a dose series show IC50 in µM;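 active means first-screen hits whose inhibition reached a set limit at any dose in the follow-up dose series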;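 further: fluorescence reports GDP produced by GAP-driven GTP hydrolysis; strong numbers were not always called active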
LYP phosphatase = PTPN22 lymphoid phosphatase activity blockers – biochemical, fluorescence intensity, uHTS (AID 1779); inhibition, % at 11.5 µM; hits with a dose series show IC50 in µM; recombinant LYP phosphatase, fluorescence intensity; higher % means a stronger effect; 0.054% of 290,000 active; in the data active means inhibition above about 50%;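 further: plate controls were vehicle with enzyme for no effect and no enzyme for full effect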
SV40 large T antigen = TAg ATPase/helicase activity blockers – biochemical (AID 1903). SV40 large T antigen ATPase/helicase inhibition assay; higher % means a stronger effect. inhibition, % at 20 µM; hits with a dose series show IC50 in µM. 0.39% of 310,000 active; in the data active means a potency from the dose series; further: strong numbers were not always called active
GPR55 LPI antagonism = inhibition of LPI-stimulated GPR55 beta-arrestin translocation – imaging, U2OS, beta-arrestin-GFP, LPI agonist, primary screen (AID 2013). U2OS GPR55 beta-arrestin-GFP translocation imaging, LPI antagonism; higher % means a stronger effect. one-dose inhibition, % at 10 µM; IC50 in µM for titrated hits. 0.13% of 290,000 active;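 active means spots per cell inhibited over 60%, with over 100 cells counted and total cytoplasm intensity under 500,000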;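 further: U2OS cells stably carrying GPR55 and arrestin-GFP stimulated by 5 µM LPI near EC80; imaged beta-arrestin-GFP aggregate spots per cell after agonist stimulation; plate controls were LPI-stimulated DMSO wells for no effect and DMSO wells without LPI for full effect; some results filed as inactive read as strong as hits; confirmed hits need IC50 under 10 µM and bright autofluorescent wells are also inconclusive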
GPR55 activation = GPR55 agonists via beta-arrestin recruitment, primary screen, imaging, U2OS cells, beta-arrestin-GFP redistribution (AID 1961); U2OS GPR55 beta-arrestin-GFP redistribution imaging; higher % means a stronger effect; activation, % at 10 µM; hits with a dose series show EC50 in µM; 0.048% of 290,000 active;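 active means activation above 40% with more than 50 cells counted in the well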;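 further: U2OS osteosarcoma cells stably expressing GPR55 and beta-arrestin-GFP; plate controls were DMSO negative control for no effect and LPI positive control for full effect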
Hep lipid drop cells 6.5 µM = recorded beside Hep lipid drop, whose call it bears; cell count; measured here: cell count, cytotoxicity flag;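 cells counted across two imaged fields per well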
T cell HTS vesicle-bound % = second read-out of T cell HTS, no call of its own (marks repeat the call); double positive events, %; measured here: CD8+ vesicle-bound cell fraction;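 binding gate set so that unloaded-vesicle control wells show 10% double positive cells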
NTR1 ag cell count 20 µM = further read-out of NTR1 ag, marked with its call; cell count; measured here: cell count, cytotoxicity flag
* marks the source's active call; other numbers are inactive results; i = inactive; · = no result given.

The line under a structure holds: T cell HTS vesicle-bound %	Rac1 GTP hydrolysis	GPR55 LPI antagonism	LYP phosphatase	NTR1 ag	T cell HTS	Hep lipid drop cells 6.5 µM	GPR55 activation	Hep lipid drop	SV40 large T antigen	NTR1 ag cell count 20 µM	GPR35 arrestin U2OS
O=C(CNC(=O)c1ccc2c(c1)OCO2)N/N=C/c1cc(Br)ccc1O
    23	8%	-2%	-6%	0.4	i	820	0.2%	-3	-1%	52	14%
Cc1ccc(N2C(=O)CC(Sc3ncccn3)C2=O)cc1C (stereo not given)
    57	1%	-4%	-8%	-0.7	i	793	-0.2%	1	11%	63	-4%
C=CCn1c(C)nnc1SCC(=O)NC1CC1
    19	8%	-7%	-6%	-0.1	i	649	0.0%	-6	-4%	71	9%
N/C(=N\OC(=O)c1cc(Cl)ccc1Cl)c1cccnc1
    43	5%	-12%	-3%	-3.1	i	780	-0.1%	13	11%	82	15%
COCCNC(=O)CSc1nc2cc3c(cc2c(=O)n1CCCC(=O)NCCc1ccc(OC)c(OC)c1)OCO3
    51	2%	-4%	-6%	0.6	i	745	-0.5%	21	0%	62	7%
Cn1c(=O)c([N+](=O)[O-])c(NCc2ccccc2)c2ccccc21
    16	11%	0%	1%	0.3	i	655	-0.4%	31	1%	39	0%
O=C(COC(=O)c1cccc(S(=O)(=O)N2CCCC2)c1)Nc1ccccc1
    45	6%	2%	-1%	1.8	i	792	0.1%	-7	3%	92	-10%
CN1CCN(Cc2nc3ccccc3n2C)CC1CCO (stereo not given)
    61	-5%	0%	-6%	0.2	i	833	-0.1%	-2	2%	65	4%
CC(C)C(c1nnnn1CCc1ccccc1)N1CCOCC1 (stereo not given)
    48	0%	13%	5%	1.6	i	·	0.3%	·	15%	77	-7%
CN(C)S(=O)(=O)N1CCN(CC(O)COc2ccc(C(=O)c3ccccc3)cc2)CC1 (stereo not given)
    50	12%	-9%	-6%	-1.1	i	831	0.0%	2	-2%	37	3%
Cc1ccc(-c2cccc(C(=O)NCCc3ccccc3)n2)c2ccccc12
    5	6%	1%	4%	5.8	i	704	-0.3%	-26	8%	106	-4%
CCCN(CCC)C(=O)NC1CC(=O)N(c2ccc(OC)cc2)C1 (stereo not given)
    4	2%	5%	-8%	-0.3	i	710	-0.3%	24	1%	39	-11%
O=C(NC1CCCC1)C(c1ccc(F)cc1)N(Cc1ccc(Cl)cc1)C(=O)CCl (stereo not given)
    4	5%	5%	-10%	0.3	i	670	0.7%	5	5%	43	2%
O=C(Cc1ccc(-n2c(=O)c3ccccc3n(Cc3ccc(F)cc3)c2=O)cc1)NCC1CCCO1 (stereo not given)
    22	3%	3%	0%	3.4	i	613	0.7%	2	10%	72	-14%
COc1cc(Cl)ccc1OCc1cc(C(=O)N(C)Cc2cccc3cnccc23)no1
    27	6%	5%	-9%	-0.2	i	616	0.3%	-6	1%	66	9%

Six neighbouring compounds from above, quoted:
The line under a structure holds: T cell HTS vesicle-bound %	Rac1 GTP hydrolysis	GPR55 LPI antagonism	LYP phosphatase	NTR1 ag	T cell HTS	Hep lipid drop cells 6.5 µM	GPR55 activation	Hep lipid drop	SV40 large T antigen	NTR1 ag cell count 20 µM	GPR35 arrestin U2OS
CN1CCN(Cc2nc3ccccc3n2C)CC1CCO (stereo not given)
    61	-5%	0%	-6%	0.2	i	833	-0.1%	-2	2%	65	4%
CC(C)C(c1nnnn1CCc1ccccc1)N1CCOCC1 (stereo not given)
    48	0%	13%	5%	1.6	i	·	0.3%	·	15%	77	-7%
CN(C)S(=O)(=O)N1CCN(CC(O)COc2ccc(C(=O)c3ccccc3)cc2)CC1 (stereo not given)
    50	12%	-9%	-6%	-1.1	i	831	0.0%	2	-2%	37	3%
Cc1ccc(-c2cccc(C(=O)NCCc3ccccc3)n2)c2ccccc12
    5	6%	1%	4%	5.8	i	704	-0.3%	-26	8%	106	-4%
CCCN(CCC)C(=O)NC1CC(=O)N(c2ccc(OC)cc2)C1 (stereo not given)
    4	2%	5%	-8%	-0.3	i	710	-0.3%	24	1%	39	-11%
O=C(NC1CCCC1)C(c1ccc(F)cc1)N(Cc1ccc(Cl)cc1)C(=O)CCl (stereo not given)
    4	5%	5%	-10%	0.3	i	670	0.7%	5	5%	43	2%

Later entries:
The line under a structure holds: T cell HTS vesicle-bound %	Rac1 GTP hydrolysis	GPR55 LPI antagonism	LYP phosphatase	NTR1 ag	T cell HTS	Hep lipid drop cells 6.5 µM	GPR55 activation	Hep lipid drop	SV40 large T antigen	NTR1 ag cell count 20 µM	GPR35 arrestin U2OS
CC(C)[C@H](NC(=O)N1CCn2c1nc1ccccc12)C(=O)NC1CCCCC1
    25	7%	-8%	-14%	1.7	i	780	-0.2%	6	4%	55	-1%
CCCCNC(=O)Cc1ccc(C)cc1
    34	2%	5%	-2%	2.3	i	693	0.4%	-2	-3%	56	0%
O=C(c1cc2cc(Cl)ccc2[nH]1)N1CCN(C(=O)c2ccco2)CC1
    36	13%	-6%	-9%	-0.5	i	660	-0.1%	-15	22%	65	-12%
O=C(COc1ccc([N+](=O)[O-])cc1)NC(C(=O)O)C(O)c1cccc([N+](=O)[O-])c1 (stereo not given)
    42	2%	3%	-4%	-0.8	i	740	-0.1%	15	7%	39	-10%
COCCCNC(=O)CC(NCCCOC)C(=O)O (stereo not given)
    50	6%	9%	-5%	0.6	i	610	0.0%	10	3%	64	0%
NC(=O)c1nsc(C(=O)N(CC(=O)NC2CCCC2)c2ccc(F)c(Cl)c2)c1N
    38	4%	1%	-1%	-1.7	i	774	0.2%	0	8%	43	6%
CC(C)c1cccc(C(C)C)c1NC(=O)COc1nncc2ccccc12
    45	-20%	10%	-2%	-1.7	i	641	0.1%	29	6%	86	-6%
Cc1nc(OCc2ccccc2)c2sc3nc4c(cc3c2n1)COC(C)(C)C4
    ·	10%	5%	-2%	3.2	·	·	0.0%	·	13%	65	6%
Cn1c(=O)[nH]c(Nc2ccccc2)c([N+](=O)[O-])c1=O
    50	6%	16%	7%	-0.2	i	679	-0.3%	14	14%	31	-7%
CN(C)C(=O)c1ccc(OCC(F)(F)F)nc1
    20	2%	28%	-2%	-1.1	i	711	0.4%	3	11%	35	-9%
Cc1cccc(C)c1NC(=O)CN1C(=O)S/C(=C\c2cccn2C)C1=O
    28	6%	5%	3%	0.0	i	·	-0.1%	·	15%	39	-2%
c1ccc2nc(N3CCCC3)c(N3CCCC3)nc2c1
    21	8%	-12%	-7%	4.0	i	778	0.2%	2	14%	90	10%
Cc1ccc(NC(=O)CN(C)c2ccc(S(=O)(=O)N3CCN(C)CC3)cn2)cc1
    18	3%	10%	-12%	-0.7	i	·	-0.2%	·	20%	81	10%
CCN1C(=O)CC(N2CCC(C(=O)N3CCCCCC3)CC2)C1=O (stereo not given)
    28	8%	10%	3%	0.1	i	693	-0.2%	-17	4%	56	2%
O=C(O)CSc1nnc(-c2cccc(S(=O)(=O)N3CCCCC3)c2)o1
    11	6%	10%	-8%	0.8	i	675	0.1%	14	8%	42	-10%
O=C(NCCc1ccccc1)c1cc2ncc(Br)cn2n1
    58	-5%	0%	6%	3.9	i	813	-0.1%	4	-3%	37	-1%
O=C(c1cc(Cl)nc2ccccc12)N1CCc2ccccc2C1
    36	7%	6%	-2%	1.3	i	687	-0.6%	-1	-3%	50	-15%
Cc1cc(C)c(NC(=O)c2ccc(S(=O)(=O)N3CCOCC3)cc2)c(C)c1
    48	3%	13%	-1%	-1.7	i	643	0.3%	44	0%	88	-16%
C=CCSC1=N/C(=C\c2ccc3c(c2)OCO3)C(=O)S1
    5	8%	-3%	3%	-0.8	i	·	0.7%	·	4%	32	-3%
Cc1cccc(OCC(=O)NCc2cc(C)nc3ccccc23)c1
    32	3%	0%	-6%	-2.1	i	696	-0.6%	-56	2%	54	-5%
CC1CN(C(=O)Cn2c(=O)oc3ccccc32)CC(C)O1 (stereo not given)
    26	14%	14%	-9%	-0.4	i	714	0.0%	-36	4%	53	9%
COC(=O)C1CCN(C(=O)c2ccccc2Oc2ccccc2)CC1
    16	8%	6%	-6%	0.5	i	·	0.3%	·	-1%	56	12%
CCC(C(=O)N1CCOCC1)n1c2ccccc2c2nc(=O)cc(C)n21 (stereo not given)
    27	8%	10%	-4%	-0.2	i	679	0.0%	8	11%	71	9%
COc1ccc(NC(=S)NN(C)C(=S)Nc2ccc(OC)cc2)cc1
    34	28%	-4%	-1%	4.1	i	695	-0.2%	-10	15%	44	-5%
COc1cc(C#N)ccc1OC(=O)Cc1cc(OC)c(OC)c(OC)c1
    52	7%	-4%	-8%	2.1	i	820	-0.1%	12	4%	53	-15%
C/C(CC(=O)NC1CCCCC1)=N\NC(=O)c1ccc(Br)cc1
    30	1%	-17%	2%	-0.8	i	838	-0.1%	1	-3%	45	20%

Screening results: PubChem, several laboratories
